BAZ2B inh: BAZ2B (human) inhibition; Q9UIF8; AlphaScreen BAZ2B-H3K14Ac peptide displacement; Potency, µM (highest dose often 114 µM), for inactives: at the top dose activity change, negative = inhibition, most hits filed as inhibitors; 360,000 tested, 4.4% active; further: potency means the concentration at half of the fitted maximal effect; on the % scale 0 is the no-effect control and ±100 the full control effect; nearly all actives have a fitted effect of over 60% in size
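AlphaScreen displacement: compounds (up to 110uM) incubated 30 min at room temperature with a preformed 50 nM BAZ2B/50 nM biotinylated H3K14Ac peptide complex in PBS pH 7.4 with Tween-20. Donor and acceptor beads at 10 ug/mL final added, 20 min light-protected before reading.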
Tb PGK inh: T. brucei PGK inhibition; Potency, µM (highest dose often 57.5 µM), for the others: at the highest dose activity change, negative = inhibition, most hits filed as inhibitors; PGK/GAPDH coupled, Kinase-Glo luminescence, 60 min; 380,000 tested, 0.043% active; P07378; further: potency means the concentration at half of the fitted maximal effect; on the % scale 0 is the no-effect control and ±100 the full control effect; nearly all actives have a fitted effect of over 60% in size
Target sequence (P07378 whole entry, looked up): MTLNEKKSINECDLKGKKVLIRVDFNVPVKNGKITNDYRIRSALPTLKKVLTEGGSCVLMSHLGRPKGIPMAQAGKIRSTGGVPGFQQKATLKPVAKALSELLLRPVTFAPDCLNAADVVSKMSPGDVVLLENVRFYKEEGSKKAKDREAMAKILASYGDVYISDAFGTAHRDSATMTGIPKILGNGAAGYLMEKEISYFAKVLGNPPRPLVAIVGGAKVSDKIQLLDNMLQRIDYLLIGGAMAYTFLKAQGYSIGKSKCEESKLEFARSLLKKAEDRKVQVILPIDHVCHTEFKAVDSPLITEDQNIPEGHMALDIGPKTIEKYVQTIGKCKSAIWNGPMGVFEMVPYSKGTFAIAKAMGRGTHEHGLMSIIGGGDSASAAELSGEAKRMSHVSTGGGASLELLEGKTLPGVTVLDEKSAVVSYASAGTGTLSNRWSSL
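Recombinant glycosomal PGK reaction used 1,3-bisphosphoglycerate generated in-well by GAPDH (100nM final) in 100mM TEA pH 7.6, 5mM MgCl2, 0.01% Tween-20. After 60 minutes at room temperature, ATP was read by Kinase-Glo Plus luminescence end-point.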
Pol eta inh: blocks human DNA polymerase eta activity | AID 588591 | recombinant Pol eta, fluorescent DNA replication assay | 390,000 tested, 1.2% active | Potency, µM (series often up to 114 µM), without a hit: at the highest dose activity change, negative = inhibition, most hits filed as inhibitors; further: potency means the concentration at half of the fitted maximal effect; on the % scale 0 is the no-effect control and ±100 the full control effect
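Fluorescent replication assay: 50 nM final substrate added after a 15 min room-temperature compound preincubation with 10 nM enzyme. Signal taken at 0 min and again at 10 min.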
Pin1 inhibitor: human Pin1 inhibition; 390,000 tested, 0.009% active; Pin1 FP peptide displacement, HiFluor488, 10 min; Potency, µM (series often up to 115 µM), inactives show at the top dose activity, negative = inhibition, hits mostly inhibitors; Q13526; active means well fitted inhibition curve with a large enough effect in the polarisation, with a control signal flat, not every such curve was filed as active; inconclusive means small, poorly fitted or top-dose-only effect, or effect the other way, or a change in a side signal; inactive means no such curve, though single readings can be large or run the other way; the % refers to the polarisation; further: potency means the concentration at half of the fitted maximal effect; on the % scale 0 is the no-effect control and ±100 the full control effect
GLS inh: blocks human kidney-isoform glutaminase activity; O94925; GLS enzymatic activity, qHTS titration; Potency, µM (doses to about 45.5 µM), without a hit: at the top dose activity change, negative = inhibition, actives largely listed as inhibitors; 410,000 tested, 0.21% active; further: potency means the concentration at half of the fitted maximal effect; on the % scale 0 is the no-effect control and ±100 the full control effect
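hKGA in 45 mM KH2PO4 (pH 8.2), 0.02% Tween-20 with compound, then 1mM L-Glutamine (stock as added) plus glutamate oxidase/HRP/Amplex red coupling mix. Fluorescence read initially and after 30 min at RT; signal change reflects glutamate formation.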
PI4K2A block: blocks human PI4K2A kinase activity; activity change, negative = inhibition, % at 76.9 µM; Q9BTU6; purified PI4K2A, ADP-Glo luminescence, 1 h; stronger effect = lower value; 420,000 tested, 0.13% active; in the data active means activity change below about -50%; inconclusive means mostly about -30% to -49%;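 further: -100% = wells without enzyme as full effect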
Target sequence (Q9BTU6 whole entry, looked up): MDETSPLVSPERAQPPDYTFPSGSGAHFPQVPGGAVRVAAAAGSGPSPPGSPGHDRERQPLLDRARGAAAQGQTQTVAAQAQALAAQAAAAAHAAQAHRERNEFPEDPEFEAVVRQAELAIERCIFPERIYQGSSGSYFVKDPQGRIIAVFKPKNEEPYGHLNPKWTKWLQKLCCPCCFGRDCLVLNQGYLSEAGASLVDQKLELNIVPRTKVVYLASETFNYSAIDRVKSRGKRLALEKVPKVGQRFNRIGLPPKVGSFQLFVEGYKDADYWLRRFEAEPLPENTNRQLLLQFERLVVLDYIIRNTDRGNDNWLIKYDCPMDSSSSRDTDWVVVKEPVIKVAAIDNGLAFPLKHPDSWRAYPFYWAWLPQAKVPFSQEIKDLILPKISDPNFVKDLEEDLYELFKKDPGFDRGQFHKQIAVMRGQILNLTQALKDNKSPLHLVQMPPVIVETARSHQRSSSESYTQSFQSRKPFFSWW
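Compounds are screened against recombinant PI4K2A using PI as substrate and ATP, the latter dispensed at 300 microM. Reactions run one hour at ambient temperature before ADP-Glo detection; full inhibition defined by wells lacking enzyme.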
JMJD2A Tudor: inhibitors of human JMJD2A Tudor domain; O75164; AlphaScreen JMJD2A-Tudor / H3K4me3 peptide binding; Potency, µM (highest dose often 114 µM), without a hit: at the top dose activity change, negative = inhibition, most hits filed as inhibitors; 390,000 tested, 4.4% active; further: potency means the concentration at half of the fitted maximal effect; on the % scale 0 is the no-effect control and ±100 the full control effect; nearly all actives have a fitted effect of over 50% in size
G9a block: inhibitors of human histone lysine methyltransferase G9a; Q96KQ7; G9a H3K9 monomethylation, AlphaScreen, 2 h; Potency, µM (doses to about 102 µM), for inactives: at the highest dose activity, negative = inhibition, usual class: inhibitors; 350,000 tested, 8.8% active; further: potency means the concentration at half of the fitted maximal effect; on the % scale 0 is the no-effect control and ±100 the full control effect; nearly all actives have a fitted effect of over 75% in size
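AlphaScreen read-out: biotin-H3K9 peptide (500 nM) methylation by 20 nM enzyme with 20 uM SAM, 2 h at room temperature after 15 min compound preincubation; anti-monomethyl H3K9 antibody plus donor/acceptor beads, 10 min dark.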
HP1b binding inh: HP1-beta chromodomain-methylated histone interaction inhibition; AlphaScreen HP1-beta / biotin-H3K9me3 peptide binding; Potency, µM (highest dose often 114 µM), for the others: top-dose activity change, negative = inhibition, hits mostly inhibitors; 390,000 tested, 0.56% active; AID 540317; further: potency means the concentration at half of the fitted maximal effect; nearly all actives have a fitted effect of over 70% in size; inactives centre near 23
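AlphaScreen: HP1-beta (50 nM) preformed 30 min with biotin-H3(1-18)K9me3 peptide (50 nM) in PBS pH 7.4, 0.01% Tween-20. Compound added for 30 min at RT, then streptavidin donor/nickel chelate acceptor beads (10 ug/mL) for 30 min.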
An asterisk follows results filed as active; i = inactive; ? = inconclusive; . = not tested or not shown; & = joins results of further samples; [ ] = remark or other dose. Unless noted, the call rests on the fitted dose curve; in most records, active means well fitted curve in the direction sought with a large enough effect; inconclusive means small, poorly fitted or top-dose-only effect, or another doubt; inactive means no such curve, though single readings can be large; an effect the other way counts as inactive or inconclusive.

compound | BAZ2B inh | Tb PGK inh | Pol eta inh | Pin1 inhibitor | GLS inh | PI4K2A block | JMJD2A Tudor | G9a block | HP1b binding inh
O=C(O)CN1C(=O)CSc2ccccc21 | 1% | -3% | -11% | 2% | -6% | 4 | 0% | 7%[59 µM] | 42%[activator]
O=C(C1CCCN(S(=O)(=O)c2cccc3nsnc23)C1)N1CCN(c2ccccc2F)CC1 (stereo not drawn) | . | i | -7% | 65%[activator] | -10% | 0 | ? | -9%[59 µM] | 3%
CCn1c(CNC(=O)C2CCCCC2)cc2cc(C)ccc21 | -7% | -5% | -10% | -4% | -1% | -6 | -14% | . | 3%
C=Cn1ccnc1P(=S)(c1ccc2c(c1)c1ccccc1n2CC)c1nccn1C=C | -32% | -9% | 0% | 14% | 2% | -5 | ? | -2% | 9%
O=C(CN1CCN(S(=O)(=O)c2cccs2)CC1)N1CCCCC1 | 7% | -7% | -15% | 0% | 6% | 0 | -10% | -25%[0.501 µM] | 25%
COc1c(Br)cc(/C=N/n2c(-c3ccccc3)n[nH]c2=S)c(O)c1Br | -9% | -7% | 79µM* | 3% | 15% | -6 | ? | . | -16%
Cc1ccc(C)c(OCCC(=O)NNC(=O)Cn2nc(C)cc2C)c1 | -3% | i | -11% | -18% | -12% | -4 | -7% | -8% | 46%[activator]
O=C(NC1CC(=O)N(c2cccc(F)c2)C1)C1CCCCC1 (stereo not drawn) | 1% | -8% | -16% | 1% | 5% | -1 | -14% | 1%[59 µM] | 10%
C/C(=N\NC(=O)c1cc(O)ccc1O)c1cccc(NC(=O)c2cccc(Cl)c2)c1 | ? | -9% | ? | -12% | -29% | -3 | ? | ? | -1%
CC1(C)Cc2cccc(OCC(=O)Nc3nccs3)c2O1 | . | 4% | 10% | 6% | -2% | -10 | -12%[57.1 µM] | 3%[59 µM] | 66%[activator]
Cc1cc(C)n(-c2ccc(C(=O)NC3CCCCC3)cc2)n1 | -6% | -6% | 1% | 7% | 3% | -1 | -12% | -3% | 8%
CCOC(=O)C1=C(C)N=c2s/c(=C\c3ccc(OCC(=O)O)cc3)c(=O)n2C1c1ccc(OC(C)C)cc1 (stereo not drawn) | ? | -5% | ? | ? | 6% | -23 | ? | ? | 4%

The final two entries of the part above open the next one:
compound | BAZ2B inh | Tb PGK inh | Pol eta inh | Pin1 inhibitor | GLS inh | PI4K2A block | JMJD2A Tudor | G9a block | HP1b binding inh
Cc1cc(C)n(-c2ccc(C(=O)NC3CCCCC3)cc2)n1 | -6% | -6% | 1% | 7% | 3% | -1 | -12% | -3% | 8%
CCOC(=O)C1=C(C)N=c2s/c(=C\c3ccc(OCC(=O)O)cc3)c(=O)n2C1c1ccc(OC(C)C)cc1 (stereo not drawn) | ? | -5% | ? | ? | 6% | -23 | ? | ? | 4%
COc1cc(OC)cc(C(=O)Nc2cccc3cccnc23)c1 | -5% | 6% | -12% | -2% | -8% | -3 | 26% | . | 51%[activator]
CC(C)Cn1c(SCC(=O)NC2CC2)nc2ccccc21 | . | 4% | -2% | . | 3% | 6 | . | . | .
CN(Cc1cccc(Cl)c1Cl)C(=O)c1cc(S(=O)(=O)N2CCOCC2)ccc1F | . | i | -11% | 1% | -9% | 2 | -9% | . | 18%
Cc1ccc(C)c(-n2c(Cc3cc(=O)[nH]c(=O)[nH]3)nnc2SCC(=O)NCc2ccco2)c1 | . | -6% | -29% | ? | -9% | 0 | ? | . | 27%
COc1ccc(-c2c(-c3cc(OC)cc(OC)c3)n(C)c3ccc(-c4cnc(N)nc4)cc23)cc1 | . | -6% | -12% | 17% | -4% | -1 | ? | . | 18%
CCN(C(=O)CN1CCCc2cc(C)ccc21)c1c(N)n(Cc2ccccc2)c(=O)[nH]c1=O | . | 0% | -2% | ? | -24% | -1 | -23% | . | 11%[57 µM]
CCc1cc(C=C(Cl)Cl)oc(=O)c1C | 4% | -7% | -10% | 0% | 4% | 9 | -21% | ? | 12%
CC(=O)CC(=O)Nc1ccn(-c2ccccc2)n1 | -39% | 0% | 4% | 0% | 15% | -4 | -10% | 19% | 19%
COc1cc(NC(=S)N2CCN(Cc3ccccc3)CC2)cc(OC)c1 | -24% | -15% | -18% | -7% | 8% | -3 | -22% | 10%[59 µM] | 9%
Cc1cccc(Cc2c(C)nc3nc(SCc4ccccc4F)nn3c2C)c1 | 14% | -10% | -26% | 12% | 0% | 0 | 9% | 8%[59 µM] | 41%[activator]
O=C(c1ccc(S(=O)(=O)N2CCCCC2)cc1)N1CCN(c2ccccc2F)CC1 | 2% | -1% | -1% | 1% | -12% | 8 | -16% | 4%[59 µM] | 10%
COc1ccc(-c2cc(C(=O)N3CCOCC3)no2)cc1 | -14% | -10% | 11% | -2% | -5% | -4 | -8% | -2% | 24%

Four entries picked at random from the list so far, as already listed:
compound | BAZ2B inh | Tb PGK inh | Pol eta inh | Pin1 inhibitor | GLS inh | PI4K2A block | JMJD2A Tudor | G9a block | HP1b binding inh
CCN(C(=O)CN1CCCc2cc(C)ccc21)c1c(N)n(Cc2ccccc2)c(=O)[nH]c1=O | . | 0% | -2% | ? | -24% | -1 | -23% | . | 11%[57 µM]
CC(C)Cn1c(SCC(=O)NC2CC2)nc2ccccc21 | . | 4% | -2% | . | 3% | 6 | . | . | .
O=C(NC1CC(=O)N(c2cccc(F)c2)C1)C1CCCCC1 (stereo not drawn) | 1% | -8% | -16% | 1% | 5% | -1 | -14% | 1%[59 µM] | 10%
Cc1cc(C)n(-c2ccc(C(=O)NC3CCCCC3)cc2)n1 | -6% | -6% | 1% | 7% | 3% | -1 | -12% | -3% | 8%

Continuation.
compound | BAZ2B inh | Tb PGK inh | Pol eta inh | Pin1 inhibitor | GLS inh | PI4K2A block | JMJD2A Tudor | G9a block | HP1b binding inh
COc1cccc(NC(=O)C2CCC(CNS(=O)(=O)c3ccc4c(c3)CC(C)N4C(C)=O)CC2)c1 (stereo not drawn) | -3% | 2%&-2% | -5%&9% | 25%&14% | 2%&-4% | 1&3 | -17%&-8% | 19%&-15%[59 µM] | 22%&13%
CC1CCN(C(=O)C(=O)c2cn(CC(=O)N3CCCC3)c3ccccc23)CC1 | 2% | -6% | -5% | -6% | -3% | 2 | 0% | 25% | 38%
COc1cc(C(=O)OCC(=O)N(CC(C)C)C2CCS(=O)(=O)C2)cc(OC)c1C (stereo not drawn) | ? | i | ? | -1% | 6% | -7 | ? | ? | 13%
COc1ccc(N2CCN(C(=O)c3cc(S(=O)(=O)N4CCC(C)CC4)cn3C)CC2)cc1 | ? | -4% | -1% | -6% | 46%[activator] | -3 | ? | ? | 4%[57 µM]
CCCSc1ccc([C@H]2N[C@@](C)(C(=O)OC)[C@H]3C(=O)N(C)C(=O)[C@@H]23)cc1 | 8% | i | -1% | 2% | 1% | -1 | -14% | 1%[2.33 µM] | 11%
COc1cc(C(=O)Oc2cccc(C)c2)cc(OC)c1OC | 35% | -5% | -21% | -2% | ? | 8 | 34% | 45% | 78%[activator]
Cc1ccc(NS(=O)(=O)c2cc3c4c(cccc4c2)C(=O)NC3=O)cc1C | -7% | i | -3% | ? | -7% | -8 | -21% | . | -14%
COc1ccc(S(=O)(=O)NCC(=O)N(CC(=O)NCC2CCCO2)Cc2ccc(F)cc2)cc1 (stereo not drawn) | 2% | -3% | 3% | 7% | 1% | 2 | -1% | 14%[59 µM] | 56%[activator]
CN(Cc1ccccc1Cl)C(=O)CCNC(=O)c1ccco1 | 27% | -1% | -7% | -5% | 6% | 0 | -6% | ? | 14%
Cc1ccc(NC(=O)N2CCC(C(=O)Nc3ccc(C)cc3C)CC2)cc1 | -2% | -4% | ? | -2% | -11% | -5 | -8%[57.1 µM] | -2%[59 µM] | 55%[activator]
O=C(c1cccnc1)N1CCN(C(=O)c2ccco2)CC1 | 0% | -9% | 5% | -11% | -4% | 0 | 3% | 6%[59 µM] | 15%
O=C(O)C(Cc1ccccc1)N1C(=O)c2cccc3cccc(c23)C1=O (stereo not drawn) | -2% | 4% | 6% | -12% | 0% | -17 | -4% | -3% | 15%

Next section.
compound | BAZ2B inh | Tb PGK inh | Pol eta inh | Pin1 inhibitor | GLS inh | PI4K2A block | JMJD2A Tudor | G9a block | HP1b binding inh
Cc1cc(C(=O)NCc2cc(C)n(C)n2)sc1-c1ccccc1 | 6% | 2% | -16% | -5% | 1% | 2 | -18% | -5%[12.7 µM] | 16%
O=C1CC(NS(=O)(=O)c2ccccc2F)CN1c1ccc2c(c1)OCCO2 (stereo not drawn) | 8% | -12% | -20% | 6% | -12% | -5 | -9% | -27% | 44%[activator]
O=C(Nc1ccon1)Nc1cc(Cl)ccc1Cl | 8% | -3% | -9% | 0% | 4% | -5 | 8% | 82%[activator] | 40%[activator]
CC(=O)C1(C)CCC2C3C=C(C)C4=CC(=O)CCC4(C)C3CCC21C (stereo not drawn) | . | 6% | -11% | 3% | 8% | 1 | -25% | . | 4%

Not all compounds are listed; the hit share may differ from the screen's.
